# Assay outcomes: PubChem BioAssay, National Center for Advancing Translational Sciences (NCATS)
# FUS yeast rescue – qHTS for Suppressors of FUS Proteinopathy: Primary screen using FUS-linked yeast assay; S. cerevisiae FUS-expressing, growth rescue, OD600, 24 h; Potency, µM (titrated, usually from 76.6 µM), for inactives: top-dose growth rescue (activation), hits mostly activators; actives 0.24% (n = 390,000); AID 1347120, 2019;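 also: potency is read from the fitted curve at half-maximal effect; plate controls were DMSO vehicle for no effect and reference control for full effect; nearly all actives have a fitted effect of over 55% in size; some results filed as inactive show a strong effect at the top dose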
#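 Galactose (2%) drives FUS expression in yeast precultured in raffinose; seeding density OD 0.005. Test compounds incubated 24hr at 30C and 99% humidity before absorbance at 600 nm was measured.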
# EPAC1 agonist – qHTS for Agonist of cAMP-regulated guanine nucleotide exchange factor 3 (EPAC1): primary screen. AID 720707, 2013. Potency, µM (series often up to 154 µM), inactives show at the top dose activation, usual class: activators. EPAC1 agonist qHTS, biochemical assay; response scale: 100% = response to 6.5 mM cAMP. actives 0.073% (n = 360,000). Rap guanine nucleotide exchange factor 3 (Homo sapiens), O95398; also: potency is read from the fitted curve at half-maximal effect; nearly all actives have a fitted effect of over 60% in size
#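 Fluorescent GDP-exchange assay: 100 nM EPAC1 with 250 nM Rap1B preloaded with BODIPY-GDP and 50 uM GDP; compounds tested as concentration series, 5 min at room temperature, then read every 5 min for 30 min (ex 480/em 540 nm); normalized to 6.5 mM cAMP.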
# aSyn rescue – qHTS of alpha-syn Inhibitors. AID 652106, 2013. Yeast expressing alpha-synuclein, growth rescue, BacTiter-Glo, 24 h. actives 0.14% (n = 370,000). Potency, µM (doses to about 46.1 µM), without a hit: at the top dose growth rescue (activation), usual class: activators; also: potency is read from the fitted curve at half-maximal effect; % of control where 0% means no effect; nearly all actives have a fitted effect of over 65% in size
#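 Galactose-induced alpha-syn yeast (OD600=0.02, raffinose-pregrown) + pinned cpd, 24 hr, 30 deg C; growth by BacTiter-Glo luminescence. Growth restoration scores as activation.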
# WRN helicase inh – qHTS for Inhibitors of WRN Helicase; Bifunctional 3'-5' exonuclease/ATP-dependent helicase WRN (Homo sapiens), Q14191; WRN helicase unwinding, fluorescent forked duplex, kinetic; Potency, µM (top dose mostly 114 µM), without a hit: at the highest dose activity change, negative = inhibition, hits mostly inhibitors; actives 0.46% (n = 360,000); AID 651768, 2012; also: potency is read from the fitted curve at half-maximal effect; % is scaled to controls: 0 for no effect and ±100 for the full control effect; nearly all actives have a fitted effect of over 55% in size
#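 WRN at 20 nM final was preincubated with compound for 15 min at room temperature; reaction started with 100 nM forked duplex oligonucleotide carrying fluorophore and quencher plus 2 mM ATP (final). Unwinding followed kinetically by red fluorescence (ex 525/em 598 nm).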
# PI5P4K alpha inh – qHTS for Inhibitors of phosphatidylinositol 5-phosphate 4-kinase (PI5P4K); Phosphatidylinositol 5-phosphate 4-kinase type-2 alpha (Homo sapiens), P48426; PI5P4Kalpha enzyme, ADP-Glo luminescence, 60 min; stronger effect = lower value; max response, %; actives 1.2% (n = 330,000); AID 652105, 2013; active = max response of -50% or lower; inconclusive = between -30% and -50%; inactive = -30% or higher; also: value at the top dose of about 77 µM; % is scaled to controls: 0 for no effect and ±100 for the full control effect
# Target sequence (P48426 whole entry, looked up): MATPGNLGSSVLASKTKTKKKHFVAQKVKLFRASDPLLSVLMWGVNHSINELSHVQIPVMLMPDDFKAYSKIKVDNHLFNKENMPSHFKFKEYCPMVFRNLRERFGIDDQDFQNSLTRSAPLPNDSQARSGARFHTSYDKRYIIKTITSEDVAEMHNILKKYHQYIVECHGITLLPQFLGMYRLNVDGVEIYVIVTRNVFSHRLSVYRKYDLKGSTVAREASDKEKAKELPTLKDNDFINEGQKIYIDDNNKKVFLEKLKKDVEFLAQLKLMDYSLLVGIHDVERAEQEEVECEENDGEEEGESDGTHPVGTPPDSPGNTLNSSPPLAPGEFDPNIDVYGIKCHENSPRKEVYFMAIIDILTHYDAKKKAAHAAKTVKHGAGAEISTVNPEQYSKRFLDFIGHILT
#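 Single end-point luminescence (ADP-Glo) quantified ADP from PI5P4Kalpha turnover; ATP 5 microM final, 1 h at RT, 0.1% CHAPS and 0.28 mM EGTA in HEPES pH 7.4.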
# Abeta yeast res – qHTS for compounds that reverse cellular toxicity of Amyloid beta (A-beta) peptide in yeast: Primary Screen; yeast expressing A-beta42, growth rescue, OD600, 48 h; response scale: 0% DMSO, 100% iron-clioquinol control; actives 0.063% (n = 410,000); Potency, µM (highest dose often 46.1 µM), inactives show top-dose growth rescue, usual class: activators; also: potency is read from the fitted curve at half-maximal effect; nearly all actives have a fitted effect of over 55% in size
#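 Yeast A-beta toxicity model in growth medium with pinned compounds, 48 h at 30 C; growth read as absorbance at 600 nm. Normalized to FeCl3/clioquinol equimolar mix (positive) and DMSO (negative).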
# IL2 activator – qHTS of IL-2 Activators. IL-2 activation reporter assay, cell-based qHTS; stimulated with anti-CD3/CD4/CD28 beads; in transgenic mouse T cells. activation, % (series mostly up to about 46 µM). actives 0.065% (n = 360,000); in the data active = activation above about 50%; inconclusive = mostly about 30% to 49%; also: 0% is about no effect
#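 Unstimulated transgenic mouse T cells preincubated 60 min with compound, then stimulated with anti-CD3/anti-CD4-coated beads plus anti-CD28 for 18 h at 37 degrees C. IL-2 response read as EGFP and DsRed fluorescence by plate cytometry.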
# PLK1 PBD block – qHTS for Inhibitors of PLK1-PDB (polo-like kinase 1 - polo-box domain): Primary Screen; Potency, µM, for inactives: max response, negative = inhibition, actives largely listed as inhibitors; Plk1 PBD binding of FITC phosphopeptide, fluorescence polarization; actives 2.8% (n = 360,000); also: potency is read from the fitted curve at half-maximal effect; series mostly up to about 57 µM; % is scaled to controls: 0 for no effect and ±100 for the full control effect; nearly all actives have a fitted effect of over 65% in size
# Target sequence (P53350 whole entry, looked up, the tested form may be a part): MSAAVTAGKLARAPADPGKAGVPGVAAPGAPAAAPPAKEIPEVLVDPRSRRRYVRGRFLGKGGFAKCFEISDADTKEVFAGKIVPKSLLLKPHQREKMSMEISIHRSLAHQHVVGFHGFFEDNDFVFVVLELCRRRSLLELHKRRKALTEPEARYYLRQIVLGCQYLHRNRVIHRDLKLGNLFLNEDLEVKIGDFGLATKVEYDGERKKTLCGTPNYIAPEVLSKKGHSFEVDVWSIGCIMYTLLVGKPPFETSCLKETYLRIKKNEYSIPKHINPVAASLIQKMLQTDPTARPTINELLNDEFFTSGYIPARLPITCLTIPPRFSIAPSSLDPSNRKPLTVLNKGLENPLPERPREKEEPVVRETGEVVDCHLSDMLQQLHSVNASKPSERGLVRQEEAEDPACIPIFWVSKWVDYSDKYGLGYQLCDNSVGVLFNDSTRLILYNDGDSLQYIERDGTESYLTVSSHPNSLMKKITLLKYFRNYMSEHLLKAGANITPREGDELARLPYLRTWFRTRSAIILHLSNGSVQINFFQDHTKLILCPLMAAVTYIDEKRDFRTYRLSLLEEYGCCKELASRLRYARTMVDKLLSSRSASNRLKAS
# EPAC1 antag – qHTS for Antagonist of cAMP-regulated guanine nucleotide exchange factor 3 (EPAC1): primary screen | Rap guanine nucleotide exchange factor 3 (Homo sapiens), O95398 | EPAC1 GEF assay, Rap1b-BODIPY-GDP exchange fluorescence | Potency, µM (series often up to 115 µM), without a hit: top-dose activity change, negative = inhibition, most hits filed as inhibitors | actives 0.14% (n = 360,000) | AID 720709, 2013;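 also: potency is read from the fitted curve at half-maximal effect; plate controls were vehicle for no effect and positive control for full effect; nearly all actives have a fitted effect of over 50% in size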
# * marks the source's active call; other numbers are inactive results; ? = inconclusive; / = not tested or not shown; [ ] = dose if it differs, or a comment. Unless noted, calls follow the shape of the dose curve; as a rule, active = well fitted curve in the direction sought with a large enough effect; inconclusive = small, poorly fitted or top-dose-only effect, or another doubt; inactive = no such curve, though single readings can be large; an effect the other way counts as inactive or inconclusive. Not a hit list. About 4.1% of those tested had a hit in this group.
SMILES,FUS yeast rescue,EPAC1 agonist,aSyn rescue,WRN helicase inh,PI5P4K alpha inh,Abeta yeast res,IL2 activator,PLK1 PBD block,EPAC1 antag
CCOC(=O)c1cc(C)nc(SC)c1C#N,-11%,5%,-8%,-2%,0,-5%,0.4,-7%,-4%
CCOc1ccc(NC(=O)c2ccc3c(c2)N(C)CCS3)cc1,?,2%,-1%,10%,-2,2%,-0.5,-2%,20%
Cc1cc(C)nc(SCCN(C)C)n1,-19%,0%,8%,6%,-3,-1%,-0.7,8%,-20%
Cc1[nH]n(-c2ccccc2)c(=O)c1-c1ccc(Cl)cc1,2%,-2%,-20%,5%,-8,15%,0.6,27µM*,9%
Cn1nc(C(=O)OCC(=O)NCc2ccc(Cl)cc2)c2ccccc2c1=O,29%,2%,1%,-3%,0,-3%,0.7,-2%,-5%
CC1C(=O)N2CCCc3cc(NS(=O)(=O)c4ccc(F)cc4)cc1c32 (stereo not given),19%,3%,2%,-7%,-6,6%,-0.6,-4%,-15%
CCCS(=O)(=O)C(=C(Nc1ccccc1)Nc1ccccc1)S(=O)(=O)CCC,-4%,5%,-4%,-4%,/,0%,-1.9,-9%,-8%
N#C/C(=C\c1ccccc1Cl)C(=O)NC(=O)Oc1ccccc1,-16%,6%,13%,-23%,/,27%,-1.3,?,0%
COC(=O)c1onc(C(=O)c2ccccc2)c1C(=O)OC,12%,5%,0%,16%,/,-16%,-2.0,-6%,2%
COC(=O)CCCn1cc(CN2CC(N3CCN(C)CC3)CS2(=O)=O)nn1 (stereo not given),-17%,2%,2%,-1%,4,-14%,0.0,-6%,-4%
O=C(CCl)N1c2ccccc2Sc2ccc3ccccc3c21,22%,-11%,18%,-16%,0,7%,-1.4,?,-7%
C/C(CC(=O)Nc1ccc(Cl)cc1)=N\NC(=O)C(=O)N1CCCCC1,13%,-1%,2%,11%,-2,13%,-0.4,-8%,-9%
COc1ccc(-n2c(COc3ccc4ccccc4c3)nnc2SCC(=O)NCc2ccco2)cc1,42%,14%,3%,-3%,/,1%,1.0,-1%,-21%
COC(=O)C1CCN(Cc2ccc(C)cc2)CC1,-16%,12%,2%,-2%,2,10%,-0.9,-3%,-15%
CCC(C(=O)NCCc1ccccc1OC)n1nc(C)c2c(C)n(-c3ccccc3)nc2c1=O (stereo not given),20%,-9%,2%,-3%,-3,-7%,-0.6,-6%,-25%

# Single values from the list:
# `CCC(C(=O)NCCc1ccccc1OC)n1nc(C)c2c(C)n(-c3ccccc3)nc2c1=O` (stereo not given) | Abeta yeast res: -7%
# `CC1C(=O)N2CCCc3cc(NS(=O)(=O)c4ccc(F)cc4)cc1c32` (stereo not given) | WRN helicase inh: -7%

# Next part
SMILES,FUS yeast rescue,EPAC1 agonist,aSyn rescue,WRN helicase inh,PI5P4K alpha inh,Abeta yeast res,IL2 activator,PLK1 PBD block,EPAC1 antag
COc1ccc(C(CNC(=O)COc2ccc(-c3ccccc3)cc2)N2CCOCC2)cc1 (stereo not given),22%,3%,8%,6%,0,-8%,-3.3,-23%,-2%
Cc1nn(CC(=O)NCCc2ccc(Cl)cc2Cl)c(C)c1[N+](=O)[O-],4%,5%,1%,-26%[57.1 µM],1,11%,3.1,-14%,-28%
CCC(CC)N1CCN(Cc2nc3ccc([N+](=O)[O-])cc3c(=O)n2-c2ccccc2F)CC1,1%,5%,4%,-4%[57.1 µM],6,-10%,-0.1,-1%,0%
O=S(=O)(NCCc1ccccn1)c1ccc(-c2ccccn2)s1,-36%,5%,3%,1%,0,-13%,0.7,-4%,5%
CC(NC(=O)Cc1ccc(S(=O)(=O)N2CCOCC2)s1)c1ccc(Cl)cc1Cl (stereo not given),26%,-8%,1%,-5%,5,10%,-0.8,-3%,-6%
CC(C(=O)N1CCc2ccccc21)N(C)CC(=O)Nc1cccc(F)c1 (stereo not given),/,-3%,8%,-13%,-1,4%,-2.2,1%,10%
COc1ccc(C2C(C#N)=C(N)N(c3ccccc3C#N)C3=C2C(=O)CCC3)cc1CN1CCCC1 (stereo not given),/,5%,3%,2%,-8,3%,1.7,-5%,15%
CC(=O)c1ccccc1Oc1cc(NN2CCCCC2)c([N+](=O)[O-])cc1[N+](=O)[O-],24%,-11%,14%,-1%[11.6 µM],-1,6%,-4.7,-12%,-9%
COc1ccc(N2CCN(c3oc(-c4ccc(OC)c(OC)c4)nc3C#N)CC2)cc1,-3%,1%,1%,-1%,0,12%,-0.6,0%,1%
O=C(CSc1nc(-c2ccccc2)c(-c2ccccc2)o1)Nc1nncs1,27%,0%,1%,-3%,0,12%,0.4,-1%,-9%
COc1cc(C2C3=C(CC(C)(C)CC3=O)Nc3c2c(=O)[nH]c(=O)n3Cc2ccccc2)ccc1O (stereo not given),22%,-6%,-1%,-8%,8,5%,-1.0,-1%,-12%
O=C(Cn1cnc2ccccc2c1=O)Nc1cccc(-c2nnc3n2CCCCC3)c1,-35%,0%,0%,-2%,3,2%[9.22 µM],-3.2,2%,-15%
CC(C)CN1CCN(Cc2cccn2-c2ccccn2)CC1CCO (stereo not given),-7%,4%,0%,-5%,8,-11%,1.5,-5%,-4%
Cc1cccc(N2C(=O)C3C(c4ccccc4)OC4(C(=O)c5ccccc5C4=O)C3C2=O)c1 (stereo not given),8%,4%,3%,18%,/,7%,3.3,-3%,-4%
COc1cc([N+](=O)[O-])ccc1NC(=O)N1CCCCCC1,-5%,0%,-3%,8%,3,-6%,-2.3,-5%,8%
COCCn1ccc2c(OCC(=O)Nc3cccc(NC(C)=O)c3)cccc2c1=O,28%,-1%,-14%,2%,-5,3%,-2.0,-8%,-26%
CN(C)C1=NC[C@H](Cc2ccccc2)N1CCC1CCCC1,-16%,-18%,-5%,8%,-5,-8%,-0.8,-4%,26%
CCOC(=O)c1csc(NC(=O)CSc2nnnn2-c2ccc(OCC)cc2)n1,39%,8%,2%,3%,/,-19%,-0.6,-9%,3%
C=CCN(c1ccc(C(=O)NCCN2CCOCC2)cc1)S(C)(=O)=O,1%,1%,0%,11%,0,3%,-3.3,-7%,-1%
Cc1ccc(OCCCn2ccnc2)c([N+](=O)[O-])c1,23%,3%,-9%,-5%,0,-6%,0.2,-3%,-29%
O=S(=O)(/C=C/c1ccccc1)Nc1ccc2c(c1)OCO2,4%,6%,17%,-11%,1,21%,1.3,2%,2%
Cc1[nH]c2ccccc2c1SCCN,12%,1%,15%,3%,-2,?,-1.2,-27%,0%
Cc1oc2cc(O)ccc2c(=O)c1Oc1ccc2ccccc2c1,-11%,2%,/,9%,0,7%,-1.1,-4%,11%
COc1cccc(OCC(O)CNC2CCCC2)c1 (stereo not given),-31%,3%,-6%,0%,-6,-3%,-2.0,-18%,-28%
Cc1csc(Nc2ccc(Cl)cc2)[n+]1-c1ccc(Cl)cc1,46%,20%,-12%,-8%,4,-30%,-0.8,?,3%
Cc1cc(C)nc(SCC(=O)Nc2ncc(Cc3cccc(Cl)c3)s2)n1,/,-12%,3%,0%,-2,5%,-3.0,-1%,-4%
S=C(Nc1ccc(N2CCOCC2)cc1)Nc1ccc2snnc2c1,-5%,6%,3%,-4%,2,-14%,0.3,-23%,-1%
Nc1ccc(C(=O)NCC(=O)O)cc1,-18%,-15%,-2%,-5%,-1,-13%,-0.4,-17%,1%
O=c1[nH]c2cccc(Cl)c2c2ccccc12,-10%,-18%,18%,-1%,-21,0%,-1.4,-7%,11%
Cc1cc2cc(CCNC(=O)C(=O)c3c[nH]c4ccccc34)c(=O)[nH]c2cc1C,19%,-4%,0%,1%,-8,-4%,-1.4,-5%,-6%
Cc1cc(C)n(C(=O)CCNC(=O)c2ccccc2Br)n1,-5%,-1%,6%,-4%,-5,33%,0.4,-3%,-20%
CC1CCC(NC(=O)CCS(=O)(=O)c2ccc3c(c2)oc(=O)n3C)CC1 (stereo not given),3%,10%,-2%,5%,2,-15%,-1.9,-26%,-8%
O=C1c2ccc([N+](=O)[O-])cc2C(=O)N1c1ccc([N+](=O)[O-])cn1,7%,-13%,1%,9%,0,8%,0.8,-8%,6%
COc1ccc2cc(-c3cccnc3)ncc2c1,-11%,-7%,1%,10%,-2,-13%,-0.5,-22%,4%
COc1ccccc1Cc1c(-c2ccc(F)cc2)nc2c(C)cc(Br)cn12,29%,8%,23%,-9%,-1,-14%,-0.4,-6%,-12%
COc1ccc(OC)c2sc(NC(=O)c3ccc(Cl)s3)nc12,-21%,-11%,-3%,0%,3,1%,-3.1,-3%,15%
O=C(/C=C/c1cccs1)Nc1cccnc1,/,9%,-3%,1%,-22,11%,1.3,-12%,-10%
CCCN(CC(=O)Nc1ccc(F)c(F)c1F)CC(=O)Nc1c(Cl)cccc1Cl,/,4%,5%,-6%,19,0%,-0.4,-2%,-15%
O=C(COC(=O)C1CCCO1)Nc1cccc(C(F)(F)F)c1 (stereo not given),4%,3%,1%,-13%,-3,14%,-1.7,-3%,-8%
O=C(ON=C1CCN(S(=O)(=O)c2ccccc2)CC1)c1ccc(F)cc1,26%,17%,0%,8%,/,21%,1.4,-1%,-17%
Cc1cc(N(CC(=O)NC2CC2)S(C)(=O)=O)ccc1Br,-13%,-1%,-13%,7%,3,-13%,-3.0,-7%,4%
